High-throughput results (PubChem BioAssay)
tuberculosis growth: growth inhibition of non-replicating M. tuberculosis (AID 488890); Mycobacterium tuberculosis non-replicating, growth inhibition; higher % means a stronger effect; one-dose inhibition, % at 25 µM; IC50 in µM for titrated hits; 320,000 tested, 0.39% active; in the data active = a potency from the dose series; inconclusive = inhibition mostly from about 82% at the one dose, without a potency; inactive = the rest, 99 in 100 with inhibition below about 76%;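 note: plate controls were DMSO cells for no effect and high antibiotic wells for full effect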
influenza NS1A: NS1A inhibition, H1N1 influenza, cell based functional assay (AID 504329); NS1A functional cell-based assay, percent inhibition; higher % means a stronger effect; inhibition, % at 12.5 µM; hits with a dose series show IC50 in µM; 340,000 tested, 0.3% active; in the data active = a potency from the dose series; inconclusive = inhibition above about 27% without an active follow-up result; note: strong numbers were not always called active
Salmonella PhoP GFP: PhoP regulon inhibitors, Salmonella typhi PhoP promoter GFP reporter, confirmatory (AID 1850). Salmonella Typhi PhoP-promoter GFP reporter, fluorescence, 4 h; higher % means a stronger effect. one-dose inhibition, % at 50 µM; IC50 in µM for titrated hits. 310,000 tested, 0.33% active; in the data active = a potency from the dose series; inconclusive = inhibition mostly from about 25% at the one dose, without a potency; inactive = the rest, 99 in 100 with inhibition below about 19%;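 note: 0% = induced wells with vehicle and 100% = uninduced wells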
H37Rv inhibition: M. tuberculosis growth inhibition, HTS (AID 449762). 330,000 tested, 0.59% active. M. tuberculosis H37Rv growth inhibition, 7H9 media; higher % means a stronger effect. inhibition, % at 25 µM, or IC50 in µM where a hit was titrated; in the data active = a potency from the dose series; inconclusive = inhibition above about 70% without an active follow-up result;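 note: bacterial growth assessed after seven days of incubation; strong numbers were not always called active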
VEEV TC-83 Vero: inhibitors of VEEV TC-83 cytopathic effect, confirmation, Vero cells (AID 588727) | Vero cells, VEEV TC-83 cytopathic effect inhibition; higher % means a stronger effect | inhibition, % at 20 µM, or IC50 in µM where a hit was titrated | 350,000 tested, 0.13% active; in the data active = a potency from the dose series; inconclusive = inhibition mostly from about 14% at the one dose, without a potency; inactive = the rest, 99 in 100 with inhibition below about 12%; note: strong numbers were not always called active
VEEV TC-83 Vero 10K pilot screen: second read-out of VEEV TC-83 Vero, no call of its own (marks repeat the call); inhibition, %; measured here: 10K pilot screen inhibition
* marks the source's active call; other numbers are inactive results; i = inactive; ? = inconclusive; · = not tested or not shown.

SMILES	tuberculosis growth	influenza NS1A	Salmonella PhoP GFP	H37Rv inhibition	VEEV TC-83 Vero	others
CC(C)CN1C(=O)CC(Sc2ccccc2C(=O)O)C1=O (centres undefined)	i	7%	-6%	-2%	1.7%
CCOc1ccc(S(=O)(=O)N2CCOCC2)cc1NC(=O)CN1C(=O)NC(C)(c2ccccc2)C1=O (centres undefined)	6%	-19%	10%	3%	6.6%
Cc1cccc(NC(=S)N/N=C(\c2ccccc2)C(C)C)c1	50%	4%	-2%	?	1.5%
O=C(COc1ccc(S(=O)(=O)N2CCOCC2)cc1)NCCN1CCOCC1	-4%	6%	-2%	6%	0.9%
COc1ccc(/C=N/NC(=O)c2ccc(Cn3cc([N+](=O)[O-])cn3)o2)c(OC)c1C	-4%	0%	11%	-5%	0.0%
COC(=O)c1cc(C(=O)c2cc(F)ccc2O)cn2c(=O)c3c(C)c(C)sc3nc12	18%	9%	-5%	3%	12%
COc1ccc(Nc2nnc(SC(C(=O)Nc3ccc(OC)c(Cl)c3)c3ccccc3)s2)cc1 (centres undefined)	-8%	1%	-8%	14%	1.3%
O=C(COC(=O)/C=C/c1cccc(Cl)c1)NC1CC1	22%	-9%	·	0%	i
CCOc1ccc(CCNC(=O)CSCc2ccc(C)cc2)cc1OCC	17%	-3%	-8%	-1%	0.3%
CCn1c(=O)cc(OCC(=O)NCC2CCCO2)c2ccccc21 (centres undefined)	7%	4%	23%	20%	3.1%
O=C(COC(=O)c1cc(-c2ccco2)nc2ccccc12)NCc1ccccc1	·	1%	-7%	-9%	6.5%
C=CCNC(=O)Nc1ccc2oc(C)nc2c1	-6%	-7%	7%	-10%	2.2%
O=C(CCc1nnc2ccc(NCc3ccccc3)nn12)N1CCC2(CC1)OCCO2	-12%	5%	-6%	5%	3.6%
CN(C)c1nc(OCCOC(=O)COc2ccc(Cl)cc2Cl)nc(N(C)C)n1	?	-4%	14%	5%	57%
CC1CC(C)CN(C(=O)CNS(=O)(=O)c2ccc(Br)s2)C1 (centres undefined)	3%	-9%	-3%	2%	i
CCOP(=O)(OCC)C(NC(=O)Nc1ccc(C)c(Cl)c1)c1ccccc1 (centres undefined)	21%	3%	-6%	5%	i
N#Cc1ccccc1NC(=O)CSc1cn[nH]n1	-9%	1%	-2%	-11%	3.3%
COc1ccccc1C(=O)NNC(=O)C(=O)NC(C)C	?	-14%	8%	62%	i
CCOC(=O)n1c(=O)oc2cc(S(=O)(=O)N3CCCCC3)ccc21	13%	4%	5%	4%	0.4%
COC(C)(C)[C@H](O)COc1c2ccoc2cc2oc(=O)ccc12	0%	8%	-19%	2%	?
Cc1sc2ccccc2[n+]1CC(=O)c1ccccc1	41%	-5%	-5%	13%	0.1%
Cc1cc(C)c(OCC(=O)N(Cc2cccs2)C2CCS(=O)(=O)C2)c(C)c1 (centres undefined)	-2%	-3%	8%	10%	6.0%
Cc1ccccc1C(=O)NCCOc1ccccc1Cl	-10%	1%	-2%	-2%	i
Cc1nc(NC(=O)COC(=O)C(C)NC(=O)c2ccccc2)c(Cl)cc1Cl (centres undefined)	-8%	-6%	·	-14%	2.8%
O=C1CCc2cc(S(=O)(=O)N3CCN(Cc4ccc5c(c4)OCO5)CC3)ccc2N1	3%	5%	2%	-6%	0.9%
COC(=O)C1=C(c2ccc(OC(F)(F)F)cc2)C[C@@H]2CC[C@H]1N2C(=O)NCc1ccc(F)cc1	13%	-10%	·	-5%	7.2%
C=CCNC(=S)NNC(=O)c1cccn(Cc2ccc(Cl)c(Cl)c2)c1=O	-12%	6%	4%	3%	0.6%
O=C(c1ccco1)N(CCC(c1ccccc1)c1ccco1)Cc1ccccc1 (centres undefined)	19%	-9%	-8%	-5%	4.4%
CC(C)CCN1CCNC(=O)C1CC(=O)Nc1ccc(F)cc1 (centres undefined)	19%	2%	5%	-18%	0.8%
COc1ccc(C(=O)NC(C)c2ccccc2)cc1Br (centres undefined)	6%	4%	0%	5%	2.2%

Part of the list above in order of molar mass, smallest number first:
SMILES	tuberculosis growth	influenza NS1A	Salmonella PhoP GFP	H37Rv inhibition	VEEV TC-83 Vero	others
Cc1ccccc1C(=O)NCCOc1ccccc1Cl	-10%	1%	-2%	-2%	i
CC(C)CCN1CCNC(=O)C1CC(=O)Nc1ccc(F)cc1 (centres undefined)	19%	2%	5%	-18%	0.8%
COc1ccc(C(=O)NC(C)c2ccccc2)cc1Br (centres undefined)	6%	4%	0%	5%	2.2%
Cc1nc(NC(=O)COC(=O)C(C)NC(=O)c2ccccc2)c(Cl)cc1Cl (centres undefined)	-8%	-6%	·	-14%	2.8%
O=C1CCc2cc(S(=O)(=O)N3CCN(Cc4ccc5c(c4)OCO5)CC3)ccc2N1	3%	5%	2%	-6%	0.9%

(more compounds)
SMILES	tuberculosis growth	influenza NS1A	Salmonella PhoP GFP	H37Rv inhibition	VEEV TC-83 Vero	others
COc1ccc(N2CCN(CCNC(=O)CCN3C(=O)COc4ccccc43)CC2)cc1	7%	-11%	-4%	-8%	i
O=C(NC1CC1)c1cccc2c1C(=O)c1ccc(N3CCC(Cc4ccccc4)CC3)cc1S2(=O)=O	19%	-3%	·	5%	1.1%
O=C(NCc1ccc2c(c1)OCO2)NC12CC3CC(CC(C3)C1)C2	39%	-6%	0%	10%	1.2%
CC(OC(=O)CCCCCN=C1NS(=O)(=O)c2ccccc21)C(=O)Nc1cc(Cl)cc(Cl)c1 (centres undefined)	11%	4%	-29%	0%	2.3%
O=C1CN(C(=O)COC(=O)c2cccs2)c2ccccc2N1	5%	-12%	·	-5%	1.6%
COCCNC(=O)/C(C#N)=C/c1cc(C(C)C)c(OC)cc1C	7%	3%	15%	1%	1.4%
CC(=O)c1cc2c(=O)c3cc(C)ccc3oc2nc1C	70%	-18%	-6%	18%	1.9%
COc1ccc(-c2ccc(NS(=O)(=O)c3cccc([N+](=O)[O-])c3)cc2)nn1	17%	2%	3%	9%	0.6%
COc1ccc(C(NC(=O)C(C)C)c2c(O)ccc3ccccc23)cc1 (centres undefined)	-7%	9%	-3%	6%	6.6%
Cc1c(NC(=O)CCSc2ccc(Cl)cc2)c(=O)n(-c2ccccc2)n1C	-5%	-6%	3%	-5%	1.7%
CCc1ccc(C(C)NC(=O)C2(C)CC2(Br)Br)cc1 (centres undefined)	13%	0%	-4%	2%	i	VEEV TC-83 Vero 10K pilot screen=0.0
COC(=O)c1ccc(C(=O)OC)c(NC(=O)CN(c2ccc3c(c2)OCO3)S(C)(=O)=O)c1	8%	2%	0%	-2%	3.1%
Cc1nc2cc(NC(=O)Nc3ccc(N4CCOCC4)cc3)ccc2n1C	8%	2%	14%	-6%	1.2%
Cc1cc(Br)ccc1NC(=O)CNC(=O)Cc1ccc(S(=O)(=O)N2CCOCC2)s1	20%	-5%	-5%	-11%	2.2%
CCOC(=O)c1c(C)nc2ccc(Cl)cc2c1-c1ccccc1	25%	-10%	11%	2%	6.5%
CCOC(=O)C(Cc1ccccc1)NC(=O)CNC(C)=O (centres undefined)	-4%	0%	-5%	-9%	1.3%
CCOC(=O)c1cc(-c2ccccc2)nn1CC1CC(c2cccc([N+](=O)[O-])c2)=NO1 (centres undefined)	14%	15%	-4%	2%	6.5%
CCCC(=O)N1CCN(c2nc3ccccc3s2)CC1	10%	10%	-4%	-1%	2.6%
CCOC(=O)COc1ccc(C(=O)CC)cc1OC	1%	-3%	-9%	37%	0.3%
COCCCNC(=O)Cn1nc(-c2cccc(OC)c2)ccc1=O	2%	3%	-7%	0%	0.5%
Cc1ccc(Nc2nc(-c3ccccc3)c(CC(=O)O)s2)cc1	?	-8%	9%	62%	0.6%
COc1ccccc1OC(C)C(=O)Nc1ccc2c(c1)OCCO2 (centres undefined)	6%	7%	-8%	-2%	0.6%
Cc1ccc(/C=C/C(=O)OCC(=O)NC(=O)NCc2ccccc2)cc1	4%	-15%	·	-2%	2.6%
CC(=O)Nc1nonc1NC(=O)c1ccc(F)cc1	2%	-8%	-6%	-7%	5.5%
CCOC(=O)c1ccc(NC(=O)c2c(C)[nH]c(C(=O)OCC)c2C)cc1	8%	-13%	-6%	?	i
CCCS(=O)c1nc(C)cc(C)c1S(C)(=O)=O (centres undefined)	-8%	0%	0%	0%	0.4%
Cn1c(NC(=O)c2cc(Cl)ccc2Cl)cc(=O)n(C)c1=O	·	5%	7%	-1%	0.6%
COP(=O)(OC)C(Nc1ccccc1)c1ccccc1 (centres undefined)	-4%	-9%	-3%	1%	0.1%
O=C(CCCCCN1C(=O)C2C3C=CC(C3)C2C1=O)Nc1nccs1 (centres undefined)	16%	-5%	-10%	-3%	0.5%
CN(C)C(=O)C1C2NC(=S)N(c3ccccc3)C1(C)Oc1ccccc12 (centres undefined)	14%	6%	7%	-11%	i

Fetched by compound from the entries so far, 2 records:
SMILES	tuberculosis growth	influenza NS1A	Salmonella PhoP GFP	H37Rv inhibition	VEEV TC-83 Vero	others
COc1ccc(N2CCN(CCNC(=O)CCN3C(=O)COc4ccccc43)CC2)cc1	7%	-11%	-4%	-8%	i
O=C(c1ccco1)N(CCC(c1ccccc1)c1ccco1)Cc1ccccc1 (centres undefined)	19%	-9%	-8%	-5%	4.4%

(list continues)
SMILES	tuberculosis growth	influenza NS1A	Salmonella PhoP GFP	H37Rv inhibition	VEEV TC-83 Vero	others
COc1ccc(N2CCN(C(=O)CCCC3=NS(=O)(=O)c4ccccc4N3)CC2)cc1	14%	3%	-4%	-3%	1.9%
O=C1OC[C@H]2CCCN2C(=O)[C@@H](CC(=O)N(CCO)Cc2ccccc2)C/C=C\CC[C@H]1Cc1ccc(F)cc1	58%	7%	·	-7%	0.2%
Cc1onc(-c2ccccc2)c1C(=O)N(CC(C)C)c1c(N)n(CC(C)C)c(=O)[nH]c1=O	34%	-5%	·	-3%	0.9%
CCN1CCCC1Cn1cnc2c([nH]c3ccc(Cl)cc32)c1=O (centres undefined)	-3%	2%	27%	0%	8.6%
CC(=O)N(c1ccc2oc(=O)sc2c1)S(=O)(=O)c1cccc2cccnc12	0%	-4%	9%	-7%	i
O=C(NCc1ccncc1)C(=O)N/N=C/c1ccccn1	1%	-5%	11%	0%	0.8%
O=C(O)C1CCCN(S(=O)(=O)Cc2ccccc2)C1 (centres undefined)	-13%	-23%	8%	1%	0.8%
O=C(c1ccccc1)C1CCN(C(=O)C2CCC(=O)N(Cc3cccc(F)c3)C2)CC1 (centres undefined)	·	7%	·	·	0.6%
CC(C)OC(=O)c1sc2nc3c(cc2c1N)C(=O)CCC3	1%	5%	-10%	5%	0.1%
Cc1ccc(-c2nc3ccccc3c(=O)n2-c2ccc(O)cc2)cc1	-2%	-4%	-9%	?	10%
O=C(CCc1ccc(S(=O)(=O)NCCc2ccccc2)cc1)NCc1ccc2c(c1)OCO2	10%	-4%	-9%	0%	1.8%
CCOC(=O)C1=CN(Cc2ccc(OC)cc2)C=C(C(=O)OCC)C1c1cccs1	-4%	-17%	4%	-4%	6.2%
C/C(=N/NC(=O)c1ccoc1C)C12CC3CC(CC(C3)C1)C2	-4%	5%	1%	5%	1.3%
CC(=O)c1ccc(NC(=O)C2CCC(C)(C(=O)O)C2(C)C)cc1 (centres undefined)	-7%	-3%	4%	3%	0.5%
CCn1c(=O)cc(OCC(=O)N2CCc3ccccc32)c2ccccc21	·	-6%	·	·	0.9%
COc1ccc(S(=O)(=O)N(Cc2ccccc2)Cc2nc3ccccc3c(=O)[nH]2)cc1	45%	-7%	0%	-2%	1.5%
O=C(CCN1CCN(Cc2ccccc2)CC1)NNC(=O)Nc1cccc([N+](=O)[O-])c1	10%	-6%	-2%	0%	1.4%
CCc1nn2c(=O)cc(CSCC(=O)Nc3ccccc3F)nc2s1	6%	11%	4%	-2%	1.6%
Cc1ccc(-n2ccc(-c3nn(-c4ccccc4)ccc3=O)n2)cc1	8%	-7%	5%	19%	3.9%
COc1ccc(N(C(C)=O)C2C=CS(=O)(=O)C2)c(OC)c1 (centres undefined)	2%	-5%	-3%	-3%	1.1%
CCOc1ccc(OCCSc2nnnn2-c2ccccc2)cc1	50%	-2%	0%	3%	2.9%
CCCCn1c(O)c(N=NC(=O)c2ccco2)c2ccccc21	56%	15%	7%	11%	11%
CC(=O)Nc1ccc(C)c(NS(=O)(=O)c2cccc(C(F)(F)F)c2)c1	0%	-16%	-7%	-1%	i
COc1cccc(NP(=O)(Oc2ccccc2Cl)Oc2ccccc2Cl)c1	0%	26%	-6%	3%	8.8%
Cc1ccc(Cc2nnc(SCC(=O)Nc3ccccc3)[nH]c2=O)cc1	20%	-2%	0%	2%	5.3%
CCOC(=O)C(CC)Sc1nnc2cc(C)c3ccccc3n12 (centres undefined)	13%	-17%	4%	2%	2.1%
CCc1nc(N2CCC3(CC2)OCCO3)c2nnn(Cc3ccccc3)c2n1	12%	0%	5%	1%	6.0%
